# All columns: NCI-60 one-dose screen, growth in % after 48 h at 10 µM unless noted; 100 = growth as untreated, 0 = no growth, -100 = all killed.
# SK-MEL-5: SK-MEL-5 melanoma; AID 1794755; 80,000 compounds, 6.4% hits
# SK-MEL-2: SK-MEL-2 melanoma; AID 1794763; 77,000 compounds, 4.7% hits
# LOX IMVI: LOX IMVI melanoma | 79,000 compounds, 7.4% hits | AID 1794757
# SK-MEL-28: SK-MEL-28 melanoma; 81,000 compounds, 4.1% hits
# UACC-257: UACC-257 melanoma. 78,000 compounds, 4.4% hits
# MALME-3M: MALME-3M melanoma; 78,000 compounds, 5.8% hits; AID 1794766
# HS 578T: HS 578T breast cancer; 78,000 compounds, 4.1% hits
# T-47D: T-47D breast cancer | 79,000 compounds, 5% hits | AID 1794792
# Numbers without * were called inactive; . = not tested or not shown; & = joins results of further samples. The calls were made as follows: active = growth percent below 10; inactive = the rest. Compounds were not picked by outcome; overall some 11% were active at least once.
SMILES,SK-MEL-5,SK-MEL-2,LOX IMVI,SK-MEL-28,UACC-257,MALME-3M,HS 578T,T-47D
O=C1N(O)C2(C=CCCC2)/C(=N/O)C12CCCCC2 (stereo not given),94,112,96,102,107,92,99,104
OC[C@H]1O[C@H](O[C@]2(CCl)O[C@H](CCl)[C@@H](O)[C@@H]2O)[C@H](O)[C@@H](O)[C@H]1Cl,106,113,94,115,103,102,.,94
CCNC(=S)N/N=C(\C)c1nc2ccc(Cl)cc2[nH]1,72,104,43,80,92,103,78,75
COc1cccc(Oc2nccc(-c3cn(CC(N)=O)nc3-c3cc(C)cc(OC)c3)n2)c1,97,113,90,108,105,101,90,91
Cc1ccc(O)cc1N(C)C,93,105,101,105,105,105,109,106
CC(Sc1ncnc2nc[nH]c12)c1ccccc1 (stereo not given),99,120,107,117,95,104,123,100
COc1ccc(-c2cc(-c3cccnc3)nc(OCC#N)c2C#N)cc1OC,93,92,88,103,95,123,93,76
Cc1ccc2nc(Sc3sc(N)nc3C)n(Cc3ccccc3)c(=O)c2c1,74,107,80,98,88,96,81,76
CN1CCN(C(=O)[C@]23CCC(C)(C)C[C@H]2C2=CC[C@@H]4[C@@]5(C)C/C(=C/c6ccncc6)C(=O)C(C)(C)[C@@H]5CC[C@@]4(C)[C@]2(C)CC3)CC1,54,78,40,75,58,58,50,37
CCOC(=O)C(c1ccccc1)C(OC(C)=O)c1ccc2c(c1)OCO2 (stereo not given),91,105,95,97,95,92,94,99
CC1COc2c(N3CCN(C)CC3)c(F)cc3c(=O)c(C(=O)N/N=C/c4ccc5c(c4)OCO5)cn1c23 (stereo not given),101,109,107,102,114,104,108,91
COC(=O)c1ccc2[nH]c(O)c(C(=Nc3ccc(N(C)C(=O)CN4CCN(C)CC4)cc3)c3ccc(CCO)cc3)c2c1,50,35,38,38,78,19,24,.
O=c1c2ccccc2nc(-c2ccccc2)n1-c1ccc(S(=O)(=O)Nc2ncccn2)cc1,96,98,96,111,118,89,93,97
CCOC(=O)c1ccc(NCn2nc(-c3cc(-c4ccccc4)nc4ccccc34)n(-c3ccccc3)c2=S)cc1,99,135,91,105,116,114,.,89
O=C(/C=C/C12c3ccccc3C(c3ccccc31)C1C(=O)NC(=O)C12)c1ccc(F)cc1 (stereo not given),11,-52*,-54*,6.4*,27,20,24,12
O=C1NC(=O)C(c2c[nH]c3ccc(Br)cc23)=C1c1cccc2ccccc12,78,105,104,113,118,102,115,85
O=C(COc1ccc(C2SCC(=O)N2c2ccc(Br)cc2)cc1)c1ccccc1 (stereo not given),99,100,91,103,100,97,98,82
CC[C@]1(O)C(=O)OCc2c1cc1n(c2=O)Cc2cc3c(N)cccc3nc2-1,93,105,104,117,101,94,92,97
COc1ccc(CO)cc1OCc1ccccc1,100,104,94,120,106,119,121,89
Cc1noc(C)c1CSc1nc2ccccc2n1C,100,114,105,106,108,115,115,114
CCCCCN1C(=O)/C(=c2\sc3n(c2=O)NC2C(N=3)N(CC)C(=O)N2CC)c2cc(Cl)ccc21 (stereo not given),99,121,120,107,107,106,119,91
CN1c2ccccc2Sc2cc(C3CCC(=O)N3c3cc(Cl)cc(Cl)c3)ccc21 (stereo not given),101,112,90,114,96,102,103,84
COc1ccc(C2=Nc3c(N)nc(N)nc3NC(c3sc(Cl)nc3Cl)C2)cc1 (stereo not given),84,.,93,96,85,52,88,88
COc1ccc([N+](=O)[O-])cc1C(=O)Nc1cccc(C2CC(=O)c3c(cc(OC)c(OC)c3OC)O2)c1 (stereo not given),55,71,.,99,92,88,86,43
Cc1c(Cl)c(C)c(Cl)c(O)c1Cl (tested in a mixture with another compound),104,106,100,102,108,105,134,.
Cn1c(-c2ccccc2)cc(=O)n1-c1ccccc1,104,121,101,113,97,113,115,102
COc1ccc(-c2nc3sccn3c2-c2cc(-c3ccc(C(C)(C)C)cc3)on2)cc1,96,93,101,102,98,120,98,74
O=C(CN1C(=O)/C(=C/c2cccs2)SC1=S)NCCc1c[nH]c2ccc(Cl)cc12,97,106,99,109,115,106,97,97
COc1ccc(/C=C/c2c(C(=O)O)cccc2[N+](=O)[O-])c(OC)c1,106,99,97,115,111,94,.,94
CCOC(=O)C(N=Nc1nn[nH]n1)C(C)=O (stereo not given),115,117,105,113,97,127,92,112
CC[N+](CC)(CCCOc1ccc(OCCC[N+](CC)(CC)Cc2ccc([N+](=O)[O-])cc2)cc1)Cc1ccc([N+](=O)[O-])cc1,97,111,95,114,74,117,104,93
COC(=O)[C@H](O)[C@@H](N)Cc1ccccc1,101,107,110,106,107,101,119,101
O=C(Cn1nc(-c2ccccc2)ccc1=O)N/N=C/c1ccc(N2CCCCC2)cc1,85,95,95,107,102,107,93,59
CCC(=O)c1ccc(O)cc1,101&107&112,83&110&110,97&93&106,114&112&120,108&103&110,86&123&111,119&103&112,92&99
O=C1C(OCCOc2ccccc2)=C(OCCOc2ccccc2)C(=O)c2ccccc21,14,.,23,93,15,55,60,78
CN(C)CCN1CCCC(CC2(C(F)(F)F)N=N2)C1 (stereo not given),99,97,97,106,100,101,96,101
CC(=O)OC1=C(C)CC(C)(C)CC1=O,102,97,94,108,102,105,89,90
CC(C)(C)OC(=O)N1CCC[C@]2(C)[C@H]3CC=C4[C@H]5[C@@H](O)C(C)(C)CC[C@]5(CO)CC[C@@]4(C)[C@]3(C)CC[C@H]2C1(C)C,34,72,49,71,56,53,74,41
CC(=O)N1C(=O)C2(NCC(C)N2)c2ccccc21 (stereo not given),101,113,93,108,100,122,98,96
CC(C)c1ccc(Nc2ccc3c(OCCCN4CCN(C)CC4)cccc3n2)cc1,58,105,-71*,14,72,39,77,69
O=C1Nc2ccccc2/C1=N/N=C/c1ccsc1,101,107,95,110,104,103,94,87
Cc1ccc(S(=O)(=O)NNC(=O)/C(=C\c2ccc(F)cc2)c2nc3ccccc3s2)cc1,92,94,84,109,91,89,92,81
S=c1nc2c(c(-c3ccccc3)c(-c3ccccc3)n2C2CCCCC2)c2n1CCN2,.,107,94,108,117,99,97,85
COc1ccc(CN(N=O)c2ccc(C(=O)O)cc2)cc1,113,98,101,98,107,101,113,92
CCCC(C#N)(C1=CCCCC1)c1ccccc1 (stereo not given),108,111,98,118,108,129,160,.
NCC(=O)c1cccc2ccc[n+]([O-])c12,95,95,90,121,99,.,110,101
CN(C)c1ccc(NC(=O)[C@@H]2CCC(=O)N2C)cc1,97,88,97,104,72,102,94,94
Cn1ncc2c(N)nc(Oc3ccccc3-c3ccccc3)nc21,0.9*,-4.9*,35,54,63,26,41,32
CCC1=C(C)C(=O)C2CCCCC2C1=O (stereo not given),120,96,98,110,106,90,107,93
O=C(O)c1cn(C2CC2)c2cc(N3CCN(C(=O)Nc4nc(-c5ccc(Cl)cc5)cs4)CC3)c(F)cc2c1=O,-60*,-19*,-67*,39,-13*,-20*,36,5.7*
O=C(O)c1ccc(=O)oc1,111,107,107,110,93,110,101,111
COc1cc2ccc(C(C)=O)c(O)c2cc1OC,101,111,99,123,112,125,97,99
O=C(Nc1ccccc1)Nc1ccc2cc3ccc(NC(=O)Nc4ccccc4)cc3nc2c1,83,55,-53*,-13*,104,-9.3*,-27*,-3.8*
CCCC(O)C(F)(F)Cl (stereo not given),101,104,96,115,97,101,107,94
COc1ccc(-c2oncc2-c2cc(OC)c3c(c2)OCO3)cc1,18,-1.8*,34,37,45,52,4.1*,35
O=C(OCc1ccccc1Cl)OCc1ccccc1Cl,102,112,97,110,97,103,105,106
CCCCCCCCCCCl,104,112,108,105,.,96,102,94
Cc1ccc(Cl)cc1NC(=O)OCCCl,101,87,97,103,104,101,110,88
COc1ccc(/C=C/C(=O)NCCOC(C)=O)cc1,97,98,94,105,.,107,93,87
O=C(CSc1nnc(Nc2ccccc2)s1)NCCc1ccc(F)cc1,97,66,100,134,.,97,119,95
# Later entries:
SMILES,SK-MEL-5,SK-MEL-2,LOX IMVI,SK-MEL-28,UACC-257,MALME-3M,HS 578T,T-47D
COC1CC(=O)C2OC(c3ccccc3)OCC2O1 (stereo not given),98,120,96,110,115,98,109,92
CCOC(=O)c1cnn(-c2nc(-c3ccc(F)cc3)c(C#N)c(N3CCOCC3)n2)c1N,97,90,106,111,106,107,103,84
CCN(CC)CCOC(=O)Nc1ccccc1,100,109,96,107,107,119,98,112
O=C(CCN1CCCC1)c1ccc([N+](=O)[O-])cc1,101,111,102,104,101,95,112,89
O=C(O)c1ccc(NC(=O)c2ccc(Nc3ccnc(C(F)(F)F)c3)cc2)cc1,101,.,.,106,100,103,97,94
CCCCCCC/C(=N\N=C(N)N)c1ccc(O)cc1,.,48,31,60,27,51,57,-32*
CCN(CC)CCCCCCNc1cc(C)cc2ccc(C)nc12,94,90,85,47,111,93,84,89
CN(C)C(C)(CO)CO,100,108,96,110,.,98,113,90
CSc1nc2[nH]c(=O)[nH]c(=S)c2[nH]1,103,118,96,112,109,108,104,81
Cc1cc(C)c2c(c1)CC(C)(C)C(=O)OC2=O,109,.,99,112,103,114,111,109
O=C1c2ccccc2-c2cn(Cc3ccccc3)c3cccc(c23)C1c1ccccc1 (stereo not given),107,.,91,106,102,92,92,74
CC1(NCc2ccc(Cl)cc2)COP(=O)(NCc2ccccc2)OC1 (stereo not given),109,102,99,116,111,102,95,.
O=C1NC(Cc2c[nH]c3ccccc23)C(=O)N1Cc1ccc(Cl)cc1 (stereo not given),95,66,89,109,.,105,108,94
N=C(N)c1ccc(-c2ccc(-c3ccco3)o2)nc1,102,127,100,105,100,111,118,87
Nc1nc(-c2ccc(Cl)nc2)nn1-c1nc2ccccc2s1,95,114,84,104,97,91,72,.
COc1ccc2oc(=O)cc(Cn3nnc(C(=O)O)c3C)c2c1,103,92,98,112,90,107,93,94
O=C1c2sccc2-c2cccc3cccc1c23,89,109,88,106,98,103,105,93
NC(=O)OCC(COC(N)=O)c1ccccc1,107,.,111,109,104,100,103,118
S=C1NCSCN1,104,110,98,109,105,104,96,112
O=C1CC(NCCO)C(=O)NN1 (stereo not given),106,102,106,101,91,103,103,104
Cc1cn([C@H]2C=C[C@@H](CO)O2)c(=O)[nH]c1=O,105,.,101,115,108,118,103,99
CC(C)Sc1nc(Oc2ccc(/C=C3/SC(=O)NC3=O)cc2)c(C#N)c(-c2ccc(F)cc2)n1,56,92,82,108,91,98,88,80
CCOC(=O)Nc1cccc(Cl)c1,97,103,101,105,106,105,108,102
O=C(Nc1ccncc1)C(=O)c1cn(S(=O)(=O)c2cccc(Cl)c2F)c2ccccc12,58,61,51,95,90,54,85,74
Cc1ccc(OC(=O)c2ccc(N)cc2O)cc1,95,116,100,104,103,99,102,90
Nc1nc(N)c(N=Nc2ccc(S(N)(=O)=O)cc2)c(=O)[nH]1,104,.,96,123,93,118,110,97
CN(C)S(=O)(=O)c1ccc(S(=O)(=O)Nc2cccc(Cl)c2N2CCCCC2)cc1,81,74,67,60,74,106,92,67
Nc1c(-c2ccc3c(c2)OCCO3)oc2ccccc2c1=O,92,104,96,109,104,100,99,87
CCOC(=O)/C(C#N)=C1/SC=C(N)N1c1ccccc1,86,.,93,107,109,131,101,99
COc1cc2c(c(OC)c1OC)C(=O)CC(c1cccc(C(=O)Nc3cccnc3)c1)O2 (stereo not given),102,105,100,99,89,94,103,.
CC1(c2ccccc2)NC(=O)N(NC(=O)CSc2nc(-c3cccs3)nc3ccccc23)C1=O (stereo not given),85,90,96,115,84,100,101,96
CCc1cccc(C(C)(C)C)c1NC(=S)/N=C/C(C(=O)c1ccccc1)=C(\O)c1ccccc1,102,104,96,106,95,.,102,69
CNCC(=O)Nc1cccc(Cl)c1C,114,126,93,116,88,123,133,95
CNC(=O)c1cc(Oc2ccc(NC(=O)Nc3ccc(Cl)c(OC(C)C)c3)c(F)c2)ccn1,4.1*,50,45,71,27,38,65,9.9*

# Structures from the list above with fluorine, in the order listed:
SMILES,SK-MEL-5,SK-MEL-2,LOX IMVI,SK-MEL-28,UACC-257,MALME-3M,HS 578T,T-47D
CC1COc2c(N3CCN(C)CC3)c(F)cc3c(=O)c(C(=O)N/N=C/c4ccc5c(c4)OCO5)cn1c23 (stereo not given),101,109,107,102,114,104,108,91
O=C(/C=C/C12c3ccccc3C(c3ccccc31)C1C(=O)NC(=O)C12)c1ccc(F)cc1 (stereo not given),11,-52*,-54*,6.4*,27,20,24,12
CN(C)CCN1CCCC(CC2(C(F)(F)F)N=N2)C1 (stereo not given),99,97,97,106,100,101,96,101
Cc1ccc(S(=O)(=O)NNC(=O)/C(=C\c2ccc(F)cc2)c2nc3ccccc3s2)cc1,92,94,84,109,91,89,92,81
O=C(O)c1cn(C2CC2)c2cc(N3CCN(C(=O)Nc4nc(-c5ccc(Cl)cc5)cs4)CC3)c(F)cc2c1=O,-60*,-19*,-67*,39,-13*,-20*,36,5.7*
CCCC(O)C(F)(F)Cl (stereo not given),101,104,96,115,97,101,107,94
O=C(CSc1nnc(Nc2ccccc2)s1)NCCc1ccc(F)cc1,97,66,100,134,.,97,119,95
CCOC(=O)c1cnn(-c2nc(-c3ccc(F)cc3)c(C#N)c(N3CCOCC3)n2)c1N,97,90,106,111,106,107,103,84
O=C(O)c1ccc(NC(=O)c2ccc(Nc3ccnc(C(F)(F)F)c3)cc2)cc1,101,.,.,106,100,103,97,94
CC(C)Sc1nc(Oc2ccc(/C=C3/SC(=O)NC3=O)cc2)c(C#N)c(-c2ccc(F)cc2)n1,56,92,82,108,91,98,88,80
O=C(Nc1ccncc1)C(=O)c1cn(S(=O)(=O)c2cccc(Cl)c2F)c2ccccc12,58,61,51,95,90,54,85,74
CNC(=O)c1cc(Oc2ccc(NC(=O)Nc3ccc(Cl)c(OC(C)C)c3)c(F)c2)ccn1,4.1*,50,45,71,27,38,65,9.9*

# Compound activity: PubChem, NCI
